Compound activity as filed in PubChem.
Dicer processing = blocks human Dicer maturation of pre-miR-21. z-score at 25 µM. actives 6% (n = 47,000). Q9UPY3. cat-ELCCA pre-miR-21 Dicer processing, chemiluminescence; active compounds read high; in the data active = z-score above about 3, passing the limit was not always enough;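 note: plate controls were vehicle for no effect and no enzyme for full effect; higher signal means more uncleaved substrate so more Dicer inhibition; strong numbers were not always called active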
Target sequence (Q9UPY3 whole entry, looked up): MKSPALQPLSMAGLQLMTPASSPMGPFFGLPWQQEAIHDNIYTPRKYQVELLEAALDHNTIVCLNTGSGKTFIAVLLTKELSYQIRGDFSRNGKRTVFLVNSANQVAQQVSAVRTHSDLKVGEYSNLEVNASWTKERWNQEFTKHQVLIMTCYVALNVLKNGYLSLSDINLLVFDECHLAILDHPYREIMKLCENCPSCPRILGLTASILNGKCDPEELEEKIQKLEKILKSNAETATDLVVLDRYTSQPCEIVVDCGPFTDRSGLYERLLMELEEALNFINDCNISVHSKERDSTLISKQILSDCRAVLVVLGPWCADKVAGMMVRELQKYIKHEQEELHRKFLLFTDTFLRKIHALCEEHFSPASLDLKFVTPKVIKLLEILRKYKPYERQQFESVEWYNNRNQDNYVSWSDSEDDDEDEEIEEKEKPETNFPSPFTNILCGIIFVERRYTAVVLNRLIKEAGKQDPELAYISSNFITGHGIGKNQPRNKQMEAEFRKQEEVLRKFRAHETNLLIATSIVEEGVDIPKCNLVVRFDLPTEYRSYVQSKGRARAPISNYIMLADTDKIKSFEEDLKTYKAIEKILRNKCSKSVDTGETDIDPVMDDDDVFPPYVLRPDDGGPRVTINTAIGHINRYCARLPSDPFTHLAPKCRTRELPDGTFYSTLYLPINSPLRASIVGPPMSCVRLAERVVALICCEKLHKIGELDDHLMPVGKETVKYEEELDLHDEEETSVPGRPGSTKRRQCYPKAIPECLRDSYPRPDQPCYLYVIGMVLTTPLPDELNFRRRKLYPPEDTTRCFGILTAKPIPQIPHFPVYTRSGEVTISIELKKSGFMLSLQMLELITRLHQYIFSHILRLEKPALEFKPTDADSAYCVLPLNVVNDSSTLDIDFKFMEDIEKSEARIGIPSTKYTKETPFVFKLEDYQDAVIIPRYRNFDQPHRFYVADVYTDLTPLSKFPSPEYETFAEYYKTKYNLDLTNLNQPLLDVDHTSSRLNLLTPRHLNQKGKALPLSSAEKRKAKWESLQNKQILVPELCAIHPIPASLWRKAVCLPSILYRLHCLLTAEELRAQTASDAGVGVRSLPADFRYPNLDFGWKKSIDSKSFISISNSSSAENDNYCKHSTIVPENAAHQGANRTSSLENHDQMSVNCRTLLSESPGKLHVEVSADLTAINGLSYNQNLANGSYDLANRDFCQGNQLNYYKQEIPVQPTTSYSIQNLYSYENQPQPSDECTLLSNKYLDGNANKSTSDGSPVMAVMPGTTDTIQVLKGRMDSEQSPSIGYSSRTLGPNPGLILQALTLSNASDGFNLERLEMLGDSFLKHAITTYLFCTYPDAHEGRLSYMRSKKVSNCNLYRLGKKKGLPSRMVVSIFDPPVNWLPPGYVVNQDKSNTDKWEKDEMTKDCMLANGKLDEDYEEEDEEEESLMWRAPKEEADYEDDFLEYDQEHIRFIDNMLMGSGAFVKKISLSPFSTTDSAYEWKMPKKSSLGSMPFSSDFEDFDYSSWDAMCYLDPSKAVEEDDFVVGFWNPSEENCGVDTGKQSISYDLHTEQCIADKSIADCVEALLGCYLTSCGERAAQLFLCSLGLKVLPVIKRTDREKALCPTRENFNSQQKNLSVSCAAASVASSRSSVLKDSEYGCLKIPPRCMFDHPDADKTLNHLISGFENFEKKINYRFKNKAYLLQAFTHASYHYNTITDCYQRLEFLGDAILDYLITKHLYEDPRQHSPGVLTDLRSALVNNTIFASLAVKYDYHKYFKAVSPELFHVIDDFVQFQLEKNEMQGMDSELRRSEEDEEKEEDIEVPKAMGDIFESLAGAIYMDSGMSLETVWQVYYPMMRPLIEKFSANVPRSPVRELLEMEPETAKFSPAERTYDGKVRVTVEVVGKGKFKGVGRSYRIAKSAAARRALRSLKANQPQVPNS
An asterisk follows results filed as active. The list is partial, so the mix of outcomes need not match the whole.

Start of the data: the first 2 compounds (preview)
SMILES	Dicer processing
Cc1ccc(OCC2SCCN2C(=O)c2ccc(F)cc2)c([N+](=O)[O-])c1 (configuration not stated)	-0.38
C/C(=N\NC1=NCCN1Cc1ccccc1)c1ccc(F)cc1	0.31

Results, previewed entries included:
SMILES	Dicer processing
Cc1ccc(OCC2SCCN2C(=O)c2ccc(F)cc2)c([N+](=O)[O-])c1 (configuration not stated)	-0.38
C/C(=N\NC1=NCCN1Cc1ccccc1)c1ccc(F)cc1	0.31
Cc1ccc2nc3c(c(C(=O)O)c2c1)CCCC3	-0.76
Nc1c(S(=O)(=O)O)cc(Nc2ccc(Nc3nc(Cl)nc(Nc4ccc(S(=O)(=O)O)cc4)n3)c(S(=O)(=O)O)c2)c2c1C(=O)c1ccccc1C2=O	-1.8
FC(F)(F)c1sc(-c2nc(-c3ccccc3)no2)cc1-c1ccccc1	0.96
Nc1nonc1-c1nc2ccccc2n1CC(=O)N1CCN(c2ccc(F)cc2)CC1	3.4*
O=C(C1COc2ccccc2O1)N1CCNCC1 (configuration not stated)	-0.9
CCCCCc1c(C)[nH]c2nc3ccccc3n2c1=O	-0.28
Cc1csc2c(=O)n(CCO)c(=O)[nH]c12	4.6*
O=C(O)c1ccc(N2C(=O)CC(N3CCOCC3)C2=O)cc1 (configuration not stated)	-1.7
O=c1[nH]nc(-c2ncc[nH]2)c2ccccc12	1.4
CCCn1nnc2c(=O)oc3ccccc3c21	-0.58
NS(=O)(=O)Cc1noc2ccccc12	1
COCCOC(=O)C1=C(C)NC2=C(C(=O)CC(c3cccs3)C2)C1c1ccc(OC(C)=O)cc1 (configuration not stated)	2.1
N#Cc1c(OCC(F)(F)F)ccc(S(=O)(=O)Oc2cccc(C(F)(F)F)c2)c1OCC(F)(F)F	0.08
CC(C)Cc1ccc(C(C)C(=O)O/N=C(\N)c2ccc(Cl)cc2)cc1 (configuration not stated)	-0.69
CCOC(=O)C1=C(N)Oc2c(C)cc(Cl)cc2C1C(C#N)C(=O)OCC (configuration not stated)	-0.29
Cc1ccc(S(C)(=O)=NS(=O)(=O)c2sc3ccc(Cl)cc3c2C)cc1 (configuration not stated)	-1.6
CCOC(=O)c1nnn2c1nc(Sc1nnc(-c3ccncc3)n1C)c1ccccc12	-2.1
Cc1ccc(S(=O)(=O)N(C)CCCC#N)cc1	-0.07
CN(C)S(=O)(=O)c1cccc2c(N)cccc12	-3
CC1(C)CC(C2N3CC4(C)CN2CC(C)(C3)C4=O)CCO1 (configuration not stated)	0.11
Cc1nnsc1-c1n[nH]c(C)c1C(=O)NN	-5
Cc1ccc(=O)n(Cc2ccc(Cl)cc2)n1	-0.85
CCCOC(=O)C1=C(C)NC2=C(C(=O)CC(C)(C)C2)C1c1ccc(O)c(OC)c1 (configuration not stated)	-0.93
Additional records:
SMILES	Dicer processing
COC(=O)c1cn(C(=O)COc2ccccc2Cl)c2ccccc12	-0.6
Clc1ccc(COc2cccn3cc(-c4ccc(-c5ccccc5)s4)nc23)cc1Cl	-1.9
COc1ccc2c(c1)-c1nc(C)sc1CC2	0.98
COCCOC(=O)C1=C(C)NC2=C(C(=O)CC(C)(C)C2)C1c1ccc(OC)c(Br)c1 (configuration not stated)	1.3
CCOC(=O)/C(C#N)=C1\NC(CO)C(c2ccccc2)O1 (configuration not stated)	2.3
CCCS(=O)(=O)/C(C#N)=C/c1ccc(-c2ccc(OC)cc2)s1	-0.15
O=C(O)CSC(SCC(=O)O)c1cccs1	-0.46
COc1ccc(Oc2ccc(Oc3ccc(OC)cc3)cc2)cc1	-0.95
Cc1cc(C)n2c(SCC(C)C)nnc2n1	-0.03
OC(CN1CCN(c2ccc(C(F)(F)F)cn2)CC1)c1cc(-c2cc(Cl)cc(Cl)c2)no1 (configuration not stated)	2.4
FC(F)(F)c1cccc(Nc2ncnc3c2cnn3-c2ccccc2)c1	-0.3
COC(=S)NC(=O)/C=C/c1ccccc1	3.5*
O=C(c1ccccc1Br)N(Cc1cccs1)C1CCS(=O)(=O)C1 (configuration not stated)	3.9*
COC(=O)CSC(=O)N/C=C/c1ccsc1	-0.95
Cc1ccc(CSc2n[nH]c(=O)n2-c2ccc(C(C)(C)C)cc2)cc1	-1
Cc1ccc(Nc2ncnc3sc(C)c(C)c23)cc1C	-0.79
O=C(CCC(C(=O)O)N1C(=O)c2ccccc2C1=O)Nc1ccc2c(c1)COCO2 (configuration not stated)	-1.8
Cn1c(Cc2nc(-c3cnccn3)no2)nnc1SCc1c(Cl)cccc1Cl	-1.4
c1ccc(C2=NNC(c3ccccc3)=NN2)cc1	-8
CC(Sc1n[nH]c2nc3ccccc3n12)C(=O)O (configuration not stated)	-1
O=S(=O)(CCS(=O)(=O)c1cccs1)c1ccc(Cl)cc1	-0.66
CC(=O)Nc1nnc(CCS(=O)(=O)c2ccc3ccccc3c2)s1	13
COc1ccc(CCn2c(=O)c3cc4c(=O)n(CCc5ccc(OC)c(OC)c5)c(=O)c4cc3c2=O)cc1OC	0.62
O=C(Cn1cncn1)c1ccc(Cl)cc1	-0.29
O=C1CC(NCCc2ccc(Cl)cc2)C(=O)N1c1ccc(Br)cc1 (configuration not stated)	4.6*
Next part
SMILES	Dicer processing
CCOC(=O)C(Cc1cc(F)cc2c1OCOC2)(NC(C)=O)C(=O)OCC	-0.99
O=C1CC(c2cccs2)Cc2nc(N3CCN(c4ccccc4)CC3)ncc21 (configuration not stated)	-0.19
CN(C(=O)Cn1c(=O)sc2ccccc21)c1nnc(SCc2ccccc2)s1	2.6
CCOC(=O)c1c(N/N=C/c2cccc(Cl)c2)n[nH]c1C	-0.21
O=S(=O)(c1cccc(-c2cn3ccccc3n2)c1)N1CCCC1	-0.49
CC(O)c1ccc(Oc2ccc(C(C)O)cc2)cc1 (configuration not stated)	0.95
Cc1ccc2oc(-c3cccc(N)c3C)nc2c1	2.1
O=C(/C=C/N1CCOCC1)c1csc(-c2ccc(C(F)(F)F)cc2)n1	-1
FC(F)(F)c1cc(-c2ccco2)nc2c(-c3ccc(Cl)cc3)cnn12	-0.79
Cc1n[nH]c(C)c1Sc1n[nH]c(=O)[nH]c1=O	1.3
COC(=O)c1sc(-c2ccc(Cl)cc2)cc1NC(=O)C(Cl)Cl	-0.77
CC(C)c1ccc(C(=O)CSc2n[nH]c(-c3ccncc3)n2)cc1	0.95
S=C(NCc1ccccc1Cl)NC12CC3CC(CC(C3)C1)C2	0.78
CC(=O)N1c2ccccc2NC2=C(C(=O)CC(C)(C)C2)C1c1c(F)cccc1Cl (configuration not stated)	0.59
Cc1cc(Oc2ccc(C(F)(F)F)cc2[N+](=O)[O-])n(-c2ccccc2)n1	0.88
Cc1ccc(-c2nc(-c3ccccc3)no2)cc1	0.12
CCOC(=O)c1cnn(C(=O)c2c(C)nc3ccccn23)c1N	-0.24
CCc1c(O)nc2sc3cc(OC)ccc3n2c1=O	-0.15
COc1cc(-c2ccc(N=Nc3ccc4c(S(=O)(=O)O)cc(S(=O)(=O)O)c(N)c4c3O)c(OC)c2)ccc1N=Nc1ccc2c(S(=O)(=O)O)cc(S(=O)(=O)O)c(N)c2c1O	18
CC(C)(C)C(=O)N(Cc1ccc(Cl)cc1)Cc1cccnc1	0.84
Cc1cc2c(c(Sc3ccc(Cl)cc3)n1)C(=O)N(Cc1ccc(Cl)cc1Cl)C2=O	-1.3
CC(Oc1ccc(Cl)cc1Cl)C(=O)Oc1ccc(Cl)cc1Cl (configuration not stated)	8.2
COc1ccc(OC)c(C2C=C(Nc3ccccc3)C(=O)N2c2ccccc2)c1 (configuration not stated)	-3.4
Cc1ccc(Oc2ncccc2NC(=O)CN2CCC(NC(=O)c3ccccc3)CC2)c2c1CCC2	2.2
CC1=C(C(=O)OC(C)C)C(c2ccc(O)cc2)C2=C(CCCC2=O)N1 (configuration not stated)	1.7
(continued)
SMILES	Dicer processing
CC1(C)CC(=O)c2sc(NC(=O)COc3ccc(Cl)cc3)nc2C1	1.9
O=C(Nc1ccc(Cl)cc1)NC1Cc2ccccc2C1	-0.05
C=CCOC(=O)C1=C(C)NC2=C(C(=O)CCC2)C1c1ccccc1Cl (configuration not stated)	0.08
CSC(N)=Nc1ccccc1	1.6
COc1ccc(OC)c(C2OC(c3ccc(Br)cc3)=NN2C(C)=O)c1 (configuration not stated)	-0.38
Cc1noc(NC(=O)c2ccc(C(F)(F)F)cc2)c1[N+](=O)[O-]	4.6*
Cc1ccc2c(c1)c1c3n2CCNC3CCC1 (configuration not stated)	0.19
CC1=CC(C)(C)N(S(=O)(=O)c2ccc(C)cc2)c2ccc(Cl)cc21	0.33
O=C(O)CCCC(=O)c1c[nH]c2ccccc12	0.77
CCOC(=O)c1cc(N)n(-c2nc3cc(Cl)ccc3s2)n1	0.07
COc1ccccc1-c1nc(S(=O)(=O)c2ccc(Br)cc2)c(N2CCOCC2)o1	0.57
COc1ccc(C2CC(=O)C3=C(C2)NC(C)=C(C(=O)OC(C)C)C3c2ccccc2F)cc1OC (configuration not stated)	1.7
Cn1c(=O)c2c(nc(SCc3ccc(F)cc3)n2C)n(C)c1=O	0.77
COC(=O)c1ccc([C@@H]2Nc3c(F)cccc3[C@@H]3C=CC[C@@H]32)cc1	-2
Cc1cc(N2CCN(c3ccc(Cl)cc3)CC2)n2ncnc2n1	-1.3
COc1cc(/C=C(\C#N)C(=O)Nc2nnc(C(F)(F)F)s2)ccc1OCc1ccc(C(F)(F)F)cc1C(F)(F)F	-0.91
O=C(O)c1cccc(C(=O)O)c1Br	-0.7
Cc1ccc2oc(=O)n(CCC#N)c2c1	-0.44
Cc1ccc(-n2cc(-c3ccc(Cl)cc3)[nH]c2=S)cc1	-1
Cc1cc(NC(=O)Nc2ccccc2)n(-c2ccccc2)n1	-0.46
Cc1cc(C)cc(NC(=O)C2Sc3nnc(C)n3NC2c2ccc(F)cc2)c1 (configuration not stated)	-1.1
C/C(=N\c1nnc(Sc2nc3cc(Cl)ccc3s2)s1)N(C)C	-0.26
CC(C)(C)n1nc(C2CC2)c(Br)c1NC(=O)c1ccccc1	0.38
Oc1ccccc1C1=NN2C(C1)c1cc(Cl)ccc1OC2c1cccnc1 (configuration not stated)	4.8
Cc1cc(C(F)(F)F)c2c(C)nn(-c3ccc(C)c(Cl)c3)c2n1	-1.7

Reformatted as comma-separated lines: entries from further up.
SMILES,Dicer processing
CCOC(=O)c1cc(N)n(-c2nc3cc(Cl)ccc3s2)n1,0.07
COc1ccccc1-c1nc(S(=O)(=O)c2ccc(Br)cc2)c(N2CCOCC2)o1,0.57
COc1ccc(C2CC(=O)C3=C(C2)NC(C)=C(C(=O)OC(C)C)C3c2ccccc2F)cc1OC (configuration not stated),1.7
Cn1c(=O)c2c(nc(SCc3ccc(F)cc3)n2C)n(C)c1=O,0.77
COC(=O)c1ccc([C@@H]2Nc3c(F)cccc3[C@@H]3C=CC[C@@H]32)cc1,-2
Cc1cc(N2CCN(c3ccc(Cl)cc3)CC2)n2ncnc2n1,-1.3
COc1cc(/C=C(\C#N)C(=O)Nc2nnc(C(F)(F)F)s2)ccc1OCc1ccc(C(F)(F)F)cc1C(F)(F)F,-0.91
O=C(O)c1cccc(C(=O)O)c1Br,-0.7
Cc1ccc2oc(=O)n(CCC#N)c2c1,-0.44
Cc1ccc(-n2cc(-c3ccc(Cl)cc3)[nH]c2=S)cc1,-1
Cc1cc(NC(=O)Nc2ccccc2)n(-c2ccccc2)n1,-0.46
Cc1cc(C)cc(NC(=O)C2Sc3nnc(C)n3NC2c2ccc(F)cc2)c1 (configuration not stated),-1.1
C/C(=N\c1nnc(Sc2nc3cc(Cl)ccc3s2)s1)N(C)C,-0.26
CC(C)(C)n1nc(C2CC2)c(Br)c1NC(=O)c1ccccc1,0.38
Oc1ccccc1C1=NN2C(C1)c1cc(Cl)ccc1OC2c1cccnc1 (configuration not stated),4.8
Cc1cc(C(F)(F)F)c2c(C)nn(-c3ccc(C)c(Cl)c3)c2n1,-1.7

(list continues)
SMILES	Dicer processing
CC(NC(=O)C(C)(C)C)C1CC2CCC1C2 (configuration not stated)	0.75
C#CCOC(=O)Nc1ccc(OCC(F)(F)F)nc1	-0.51
Cc1nc2ccc(Br)cc2c(C(=O)O)c1I	1
CCCN1C(=O)C(O)(CC(=O)c2cccnc2)c2cc(Br)ccc21 (configuration not stated)	0.67
CCOC(=O)C(Sc1n[nH]c(-c2ccc(Cl)cc2)n1)C(C)=O (configuration not stated)	0.89
Cc1cccc(-c2nnc(N)s2)c1	4.4*
CC12CCC(=O)C=C1CCC1C2CCC2(C)C(C(=O)CO)=CCC12 (configuration not stated)	0.35
COc1ccccc1C(=O)CC1(O)C(=O)Nc2ccc(Cl)cc21 (configuration not stated)	6.3
O=C1c2ccccc2OC(c2ccccc2)C12N=NCC2c1ccc(Cl)cc1Cl (configuration not stated)	-1.2
CN1CCC[C@@H]1CCO[C@](C)(c1ccccc1)c1ccc(Cl)cc1	-0.48
Cn1cc(C(=O)O/N=C/c2c(Cl)cccc2Cl)c(C(F)(F)F)n1	0.43
CCOC(=O)CNC(=O)c1nn(C)cc1[N+](=O)[O-]	-0.69
NNC(=O)c1cccn1-c1ccc(F)cc1	-0.26
O=C(C1Sc2nnc(-c3ccccc3)n2NC1c1ccc(Cl)cc1)N1CCCCC1 (configuration not stated)	-0.94
O=S(=O)(NNc1c(Cl)cc(Cl)cc1Cl)c1ccc(Cl)c(Cl)c1	5.2
Cc1nc(-c2ccc3c(c2)CCC(=O)N3)cs1	-0.93
O=C(CN1C(=O)c2ccccc2S1(=O)=O)c1ccccc1	-1.1
C#CCSc1nnnn1-c1ccc(Br)c(C)c1	0.43
CCOc1cc(C2C(C(=O)OC)=C(C)NC3=C2C(=O)c2ccccc23)ccc1O (configuration not stated)	1.1
Cc1ccccc1N1OC2C(=O)N(c3ccccc3)C(=O)C2C1c1cccs1 (configuration not stated)	-0.72
C/C(=N\Nc1c(Cl)cc(Cl)cc1Cl)c1oc(C)nc1C	3.2*
CC1(C)CC(=O)C(N=Nc2ccccc2C(F)(F)F)=C(O)C1	0.12
N#Cc1ccc(Oc2nc3cc(Cl)ccc3s2)cc1	0.56
CCCS(=O)(=O)N1CCN(C2Cc3ccccc3C2)CC1	2.7
COc1ccc(N2C(=O)CC(Nc3ccc(O)cc3)C2=O)cc1 (configuration not stated)	2.1
N#CC1=C(SCC(=O)Nc2ccc(Br)cc2)NC(=O)CC1c1cccs1 (configuration not stated)	1.1
